Screens as filed in PubChem.
TNAP pNPP inh = human TNAP enzyme inhibitors, primary screen, biochemical, colorimetric, p-nitrophenol readout | Alkaline phosphatase, tissue-nonspecific isozyme (Homo sapiens), P05186 | purified TNAP, pNPP hydrolysis, absorbance 405 nm | inhibition, % at 20 µM | 21,000 tested, under 10 active | AID 615, 2007;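 note: 0% = DMSO only wells and 100% = 1 mM levamisole wells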
Target sequence (P05186 whole entry, looked up): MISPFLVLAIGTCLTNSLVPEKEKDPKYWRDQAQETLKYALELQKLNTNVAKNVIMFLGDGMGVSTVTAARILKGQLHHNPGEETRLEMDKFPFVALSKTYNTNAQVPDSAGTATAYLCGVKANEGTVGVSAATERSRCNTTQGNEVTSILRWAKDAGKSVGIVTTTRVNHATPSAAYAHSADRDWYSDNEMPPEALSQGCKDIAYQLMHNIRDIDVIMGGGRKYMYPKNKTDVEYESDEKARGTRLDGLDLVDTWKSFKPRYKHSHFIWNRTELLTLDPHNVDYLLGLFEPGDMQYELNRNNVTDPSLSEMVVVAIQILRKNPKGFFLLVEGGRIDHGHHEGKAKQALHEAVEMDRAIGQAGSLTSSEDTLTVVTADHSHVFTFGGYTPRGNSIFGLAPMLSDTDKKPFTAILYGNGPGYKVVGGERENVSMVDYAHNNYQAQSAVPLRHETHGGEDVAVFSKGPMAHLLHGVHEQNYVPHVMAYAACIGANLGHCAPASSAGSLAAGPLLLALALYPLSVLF
TNAP inh Pi = human TNAP enzyme inhibitors, primary screen, biochemical, colorimetric, phosphate release readout; Alkaline phosphatase, tissue-nonspecific isozyme (Homo sapiens), P05186; 21,000 tested, under 10 active; inhibition, % at 20 µM; purified TNAP, pNPP, malachite green phosphate absorbance; AID 614, 2007
Starred values were filed as active, the others as inactive.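 Rule for the calls: active = inhibition above 50% at the 20 µM single-dose screen; inactive = the rest.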

SMILES	TNAP pNPP inh	TNAP inh Pi
O=C1NC(c2ccccc2)C(C(=O)c2cccs2)=C1O (stereo unspecified)	1	7
Cc1cc(C)c2[nH]c(=O)c(CN(C(=O)C3CCCO3)C3CCCC3)cc2c1 (stereo unspecified)	3	-16
CCOc1cc(CNCC2CCCO2)cc(Br)c1OCC(N)=O (stereo unspecified)	3	6
Cc1ccccc1-c1nnc(SCc2ccc(F)cc2)o1	2	8
c1cnc(NC2C3CC4CC(C3)CC2C4)nc1 (stereo unspecified)	0	4
Cc1ccccc1Cn1ccc(NC(=O)c2cc3nc(-c4ccco4)cc(C(F)(F)F)n3n2)n1	0	11
COc1cc(OC)c(-c2nn3c(-c4cccnc4)nnc3s2)cc1OC	5	15
COc1ccc(OC)c(C2C(C(=O)c3cccs3)=C(O)C(=O)N2c2cc(C)on2)c1 (stereo unspecified)	-2	7
Cc1cc(=O)oc(C)c1C(=O)N1CCN(Cc2ccc3c(c2)OCO3)CC1	3	9
CS(=O)(=O)NCc1ccc(C(=O)NC2CCCCC2)cc1	5	5
COCC(=O)N1CCC(n2nnc3cc(F)ccc32)CC1	0	8
CCC(=O)N(Cc1ccc2c(c1)OCO2)Cc1cc2cc(OC)ccc2[nH]c1=O	1	7
Cc1nc(NC2=NCN(Cc3ccc4c(c3)OCO4)CN2)nc2ccccc12	4	15
CCC1(c2ccccc2)NC(=O)N(CC(=O)Nc2ccc3c(c2)OCO3)C1=O (stereo unspecified)	4	9
COc1ccc(S(=O)(=O)N[C@H](C(=O)N2CC[C@@]3(O)CCCC[C@H]3C2)c2ccccc2)cc1	6	14
COCc1[nH]nc2c1C(c1cccc(OC)c1)C(C#N)=C(N)O2 (stereo unspecified)	0	0
Fc1ccc(NCc2nnc(SCc3nnc(-c4ccccc4)o3)n2Cc2ccccc2)cc1	4	11
CC(C)CC(c1nnnn1C1CCCCC1)N1CCN(c2ncccn2)CC1 (stereo unspecified)	4	5
FC(F)(F)c1cccc(-n2cccc2/C=N/n2cnnc2)c1	6	10
OC1CCCN(Cc2ccc3c(c2)Cc2ccccc2-3)C1 (stereo unspecified)	-3	8
OC(CN1CCOCC1)CN(c1ccccc1)c1ccccc1 (stereo unspecified)	5	4
CCOC(=O)c1[nH]c2ccc(OC)cc2c1NC(=O)CN1CCSCC1	-9	-5
CCOC(=O)C1=C(N)c2ccccc2CC1C(C)C (stereo unspecified)	0	0
O=C(CN1CCN(C(c2ccccc2)c2ccccc2)CC1)N1CCOCC1	3	9
COc1ccc(-n2c(SCCC#N)nnc2-c2cc(Cl)ccc2OC)cc1Cl	1	5
SMILES	TNAP pNPP inh	TNAP inh Pi
COc1ccc(/C(O)=C2/C(=O)C(=O)N(CCCN(C)C)C2c2ccco2)cc1Cl (stereo unspecified)	7	11
NC1=NC2(CCN(Cc3ccccc3)CC2)n2c(nc3ccccc32)N1	4	14
CCOc1cccc(C(=O)Nc2nc(-c3ccc(S(=O)(=O)N4CCOCC4)cc3)cs2)c1	10	10
O=C(NCC(=O)N(Cc1ccco1)C(C(=O)NC1CCCC1)c1cccnc1)c1cccs1 (stereo unspecified)	9	3
CCCSc1nc(C)c(CC(=O)OCC)c(=O)[nH]1	-8	1
CCc1ccc2oc(-c3ccc(N)cc3)nc2c1	8	9
CC(=O)NC1Sc2ccccc2N=C1c1ccccc1 (stereo unspecified)	0	12
CCOC(=O)c1[nH]c2cc(OC)c(OC)cc2c1NC(=O)CN(C)C1CCCCC1	0	-13
CCc1c(C)c2ccc(OCC(=O)N(C)C)c(C)c2oc1=O	8	8
CC(=O)c1c(C)[nH]c(C(=O)Nc2cccnc2)c1C	3	16
CCCCCC(=O)N1CC2(C)CN(C(=O)CCCCC)CC(C)(C1)C2=O	6	0
O=C(CSc1n[nH]c(-c2ccncc2)n1)NC1CCS(=O)(=O)C1 (stereo unspecified)	0	0
CC1CN(C(=O)C2CCCCC2)C(C)CN1C(=O)C1CCCCC1 (stereo unspecified)	0	0
COCCCNc1nc(-c2ccncc2)nc2ccccc12	2	6
COC(=O)CNC(=O)c1c(-c2c(Cl)cccc2Cl)noc1C	2	6
OC1CN=C2C=CC=CN2C1 (stereo unspecified)	-9	-4
Cc1cccc(C(=O)NCCN2CCN(c3ccccc3)CC2)c1	-17	-6
O=C(CSc1nc2ccccc2o1)NCc1ccco1	4	6
C=C1C(C(=O)N2CCN(C)CC2)C1C(=O)N1CCN(C)CC1 (stereo unspecified)	0	0
Cc1nc(-c2coc3cc(OCC(=O)O)ccc3c2=O)cs1	3	8
CC(=O)C1=C(O)C(=O)N(Cc2cccnc2)C1c1ccccc1Cl (stereo unspecified)	4	6
CCCS(=O)(=O)Nc1cc(C(F)(F)F)ccc1OCCOC	-2	6
Cc1ccc(C)n1-n1cnc2scc(-c3cccs3)c2c1=O	2	7
CC1CN(c2ccc(Oc3ccccc3)cc2)c2nc3c(c(=O)[nH]c(=O)n3C)n2C1 (stereo unspecified)	2	-17
CC(C)C(NC(=O)OCc1ccccc1)C(=O)OCC(=O)N1CCCCC1 (stereo unspecified)	6	16

A draw from above in order of length of the SMILES, smallest number first:
SMILES	TNAP pNPP inh	TNAP inh Pi
OC1CN=C2C=CC=CN2C1 (stereo unspecified)	-9	-4
CCc1ccc2oc(-c3ccc(N)cc3)nc2c1	8	9
COCCCNc1nc(-c2ccncc2)nc2ccccc12	2	6
CC(=O)C1=C(O)C(=O)N(Cc2cccnc2)C1c1ccccc1Cl (stereo unspecified)	4	6
CCOC(=O)c1[nH]c2cc(OC)c(OC)cc2c1NC(=O)CN(C)C1CCCCC1	0	-13
CC1CN(c2ccc(Oc3ccccc3)cc2)c2nc3c(c(=O)[nH]c(=O)n3C)n2C1 (stereo unspecified)	2	-17

Following part.
SMILES	TNAP pNPP inh	TNAP inh Pi
COc1cc(C(=O)Nc2cccc(-c3nc4ncccc4o3)c2C)cc(OC)c1OC	6	-12
O=C(NCC1CCCO1)c1ccc(NC(=O)C2CCCCC2C(=O)O)cc1 (stereo unspecified)	6	8
N#CCCN1CCN(C(=S)c2ccc(-c3cc(Cl)ccc3Cl)o2)CC1	4	7
CCc1ccccc1NC(=O)Cn1nnc(-c2cccs2)n1	1	7
N=c1c(S(=O)(=O)c2ccccc2)cc2c(=O)n3ccccc3nc2n1CCN1CCOCC1	0	1
O=C(Nc1ccc2c(c1)OCO2)[C@@H]1[C@@H]2C(=O)N(C3CCCCC3)C(=O)[C@@H]2C2c3ccccc3C=CN21 (stereo partly specified)	3	10
O=S(=O)(NCc1cccnc1)c1ccc(Cl)c(Cl)c1	5	-1
CS(=O)(=O)N(CCc1ccccc1)CC(=O)NCc1ccco1	6	6
O=C(Cn1cnc2c(cnn2-c2ccccc2)c1=O)N1CCN(c2ccc(F)cc2)CC1	-2	9
Cc1cc(O)c(C(C)C)cc1N=C1CSC(=O)N1	-2	-2
CC1(C)CC(=NO)CC(C)(C)N1	1	11
O=c1cc(O)nc(SC23CC4CC(CC(C4)C2)C3)[nH]1	10	8
Cc1ccccc1-c1nnc(SCC(=O)Nc2cccc(C)c2C)o1	-1	3
O=C(Nc1ccc(Cc2ccncc2)cc1)c1ccc(Br)o1	-5	4
CC(C)C(NC(=O)c1cccs1)c1nnc(SCC(=O)Nc2nccs2)n1C (stereo unspecified)	2	12
COc1ccc(Cl)c(Cn2c(NCCCO)nc3c2c(=O)n(C)c(=O)n3C)c1	8	9
CC(C)(S)[C@@H](N)C(=O)O	6	-15
CCOc1ccc2[nH]c(=O)c(CN(Cc3ccco3)Cc3nnnn3Cc3ccccc3)cc2c1	0	0
CCCn1c(SCC(=O)Nc2nc(C)cs2)nnc1-c1cccnc1	6	10
O=c1cc(CSc2nnnn2-c2ccccc2)nc2nc[nH]n12	7	10
COc1ccc(-c2nc3n(c2Br)CCC3)cc1	0	0
O=C(CN1CCc2[nH]c3ccccc3c2C1)N1CCCCC1	3	6
Cc1ccc(/C(O)=C2/C(=O)C(=O)N(CCN3CCOCC3)C2c2ccccn2)cc1 (stereo unspecified)	3	10
Nn1c(CN2CCCCC2)nc2ccccc2c1=O	-6	-5
O=C(Nc1ccc(N2CCN(C(=O)c3ccccc3)CC2)c(Cl)c1)c1ccc(Br)o1	3	11

Some of these compounds in order of the TNAP pNPP inh value, smallest number first:
| Compound | TNAP pNPP inh | TNAP inh Pi |
| --- | --- | --- |
| O=C(Cn1cnc2c(cnn2-c2ccccc2)c1=O)N1CCN(c2ccc(F)cc2)CC1 | -2 | 9 |
| O=c1cc(CSc2nnnn2-c2ccccc2)nc2nc[nH]n12 | 7 | 10 |
| O=c1cc(O)nc(SC23CC4CC(CC(C4)C2)C3)[nH]1 | 10 | 8 |

New compounds follow
SMILES	TNAP pNPP inh	TNAP inh Pi
Cc1cccc(-n2ncc3c(NCc4ccco4)ncnc32)c1	2	6
COc1ccccc1N(Cc1cc2cccc(C)c2[nH]c1=O)C(=O)C(C)C	4	8
CCOC(=O)c1cn(-c2ccccc2)nc1-c1ccncc1	6	9
CN1CCC(=C2c3ccccc3C=Cc3ccccc32)CC1	0	6
O=C(CSc1nnc(-c2ccco2)n1CC1CCCO1)c1ccc(F)cc1 (stereo unspecified)	0	0
COc1ccc(C(C(=O)NC2CCCC2)N(C(=O)c2ccco2)c2ccc3c(c2)OCO3)cc1OC (stereo unspecified)	-2	3
COC1=CC(=O)OC12CCCCC2	-1	13
c1ccc(CCNc2ncnc3c2nnn3Cc2ccccc2)cc1	4	-22
CC(=O)OC12CC3CC(C1)C(=NO)C(C3)C2	0	0
O=C(CCCOc1ccccc1)N1CCc2ccccc2C1	8	-20
OC1(c2cccc(C(F)(F)F)c2)CCN(c2ncnc3c2[nH]c2ccccc23)CC1	1	8
C=CCn1c(-c2c[nH]c3ccccc23)n[nH]c1=S	4	4
CC12CCC(C(=O)NC3CCCC3)(CC1=O)C2(C)C (stereo unspecified)	7	-1
COc1ccc(OC)c(-c2csc3nnc(SCC(=O)Nc4ccc(NC(C)=O)cc4)n23)c1	5	9
O=C(NC1CCCCC1)C1CCN(c2cnccn2)CC1	0	6
CCc1cc2c(N3CCCCC3)ncnc2s1	6	8
O=C(O)c1cccc2[nH]c(C(F)(F)F)nc12	6	16
Clc1ccc(C(c2nnnn2C2CCCC2)N2CCN(Cc3ccncc3)CC2)cc1 (stereo unspecified)	2	9
NC(=O)c1cc(Br)cc2c3c([nH]c12)CCCC3	13	14
COC(=O)CN1C(=O)C2(OCCCO2)c2ccccc21	0	6
Cc1c(C(=O)NC2CCCCC2)oc2c1C(=O)CC(C)(C)C2	4	10
Nc1nc(-c2ccccc2)nn1C(=O)Cc1ccccc1	-2	1
CC1CCc2cc(F)cc3c(O)c(C(=O)NCC4CCCO4)c(=O)n1c23 (stereo unspecified)	7	14
CC1C(c2ccccc2)=[N+]([O-])C2(CCCC2)N1O (stereo unspecified)	4	13
O=C(Nc1cccnc1)Nc1ccc(Br)cc1Cl	5	21
SMILES	TNAP pNPP inh	TNAP inh Pi
CC(C)Cn1nc(NC(=O)C(C)(C)C)c2cc3ccccc3nc21	-1	3
O=c1cc(C(F)(F)F)c2sc(N3CCCCC3)nc2[nH]1	2	11
Cc1cc(C)nc(N2CCC(C(=O)Nc3cccc(C(F)(F)F)c3)CC2)n1	3	14
Cc1ccc(SCCC(=O)NCc2ccco2)cc1	3	5
Cn1nnc2c(N3CCCCC3)nccc21	7	18
Cc1cc(NCC2CCCO2)n2c(nc3ccccc32)c1C#N (stereo unspecified)	-9	-8
O=C(NC12CC3CC(CC(C3)C1)C2)N1CC2Cc3cccc(=O)n3C(C2)C1 (stereo unspecified)	5	-16
COc1ccc(N2CCN(C(=O)c3ccc(NS(=O)(=O)c4ccc(F)c(F)c4)cc3)CC2)cc1	8	1
CC(C)Cc1nc(N2CCOCC2)c(C#N)c2c1CCC2	-2	-2
CCCn1c(=N)n(CC(=O)C(C)(C)C)c2ccccc21	6	10
CC(=O)NC(CC(=O)Nc1ccc(S(=O)(=O)N2CCCC2)cc1)c1ccccc1 (stereo unspecified)	7	19
CC(=N)C1=C(O)CC(C)(C)CC1=O	2	8
C/C=C/Cn1c(N2CCCCCC2)nc2c1c(=O)[nH]c(=O)n2C	3	9
Cc1cc(C)nc(N(C#N)S(=O)(=O)c2ccccc2Cl)n1	5	7
CC(=O)Nc1ccccc1C(=O)N1CC(C)OC(C)C1 (stereo unspecified)	-7	1
O=C1CCCC2=C1C(c1ccncc1)c1c(nc(SCc3ccccc3Cl)[nH]c1=O)N2 (stereo unspecified)	6	13

Rewritten with values ahead of the structure: 5 of the compounds above.
TNAP pNPP inh | TNAP inh Pi | SMILES
2 | 11 | O=c1cc(C(F)(F)F)c2sc(N3CCCCC3)nc2[nH]1
-9 | -8 | Cc1cc(NCC2CCCO2)n2c(nc3ccccc32)c1C#N (stereo unspecified)
7 | 19 | CC(=O)NC(CC(=O)Nc1ccc(S(=O)(=O)N2CCCC2)cc1)c1ccccc1 (stereo unspecified)
3 | 14 | Cc1cc(C)nc(N2CCC(C(=O)Nc3cccc(C(F)(F)F)c3)CC2)n1
2 | 8 | CC(=N)C1=C(O)CC(C)(C)CC1=O

Not all compounds are listed, so the mix of outcomes need not match the whole.
